Screens as filed in PubChem.
mcGAS lum: mouse cGAS inhibition by luminescence; recombinant cGAS, Kinase-Glo ATP depletion luminescence; inhibition, % at 12.5 µM; actives 0.15% (n = 160,000); AID 1259399;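 note: 0% = negative control wells and 100% = reference inhibitor with no enzyme activity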
hcGAS lum: inhibitors of human cGAS; inhibition, % at 12.5 µM; AID 1259398; actives 0.081% (n = 290,000); recombinant h-cGAS, ATP depletion, Kinase-Glo luminescence;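 note: 0% = vehicle reaction and 100% = reaction without DNA for no activity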
Target sequence (Q8N884 whole entry, looked up): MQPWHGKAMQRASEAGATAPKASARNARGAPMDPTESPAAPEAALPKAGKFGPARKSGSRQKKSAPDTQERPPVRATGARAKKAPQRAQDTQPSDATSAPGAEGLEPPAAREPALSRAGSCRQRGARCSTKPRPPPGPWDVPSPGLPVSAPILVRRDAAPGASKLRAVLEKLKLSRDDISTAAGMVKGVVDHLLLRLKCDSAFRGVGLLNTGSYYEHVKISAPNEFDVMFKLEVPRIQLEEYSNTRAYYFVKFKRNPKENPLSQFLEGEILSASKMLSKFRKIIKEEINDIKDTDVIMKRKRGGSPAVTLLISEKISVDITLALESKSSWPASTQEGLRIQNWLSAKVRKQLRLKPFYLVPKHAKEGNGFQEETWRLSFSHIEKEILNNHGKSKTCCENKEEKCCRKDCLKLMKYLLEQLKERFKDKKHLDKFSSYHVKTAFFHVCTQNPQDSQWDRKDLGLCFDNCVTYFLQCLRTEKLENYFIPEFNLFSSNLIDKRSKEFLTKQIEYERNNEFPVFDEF
NPYLR7 agonist: mosquito NPYLR7 agonism. HEK293T NPYLR7/Galpha15, GCaMP6s calcium fluorescence. AID 1259423. actives 0.15% (n = 270,000). activation, % at 10 µM; in the data active = activation above about 40%;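 note: 0% = vehicle and 100% = reference agonist at the receptor; some compounds past the cut are filed as inactive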
* hit, by the source's call; / = not tested or not shown; & = joins results of further samples. Cut-off read from the data, not from the text of the source, unless noted: active = inhibition above about 40%; inactive = the rest.

SMILES | mcGAS lum | hcGAS lum | NPYLR7 agonist
CCCCCCN(C(=O)C(c1ccccc1)c1ccccc1)C(CC)c1nc2ccccc2c(=O)n1-c1ccc(C)c(C)c1 (stereo not drawn) | -2 | 4 | -3
CS(=O)(=O)c1ccc(-n2nc(C(=O)O)c(=O)n(Cc3ccccc3F)c2=O)cc1 | / | 0 | 32
COc1cc(OC)cc(N2CCN(C(=O)[C@@H]3CCCN3C(=O)[C@H](C)CSC(C)=O)CC2)c1 | / | 5 | -6
C=CCNC(=O)c1ccccc1N1CCC(NC(=O)CCc2ccccc2)CC1 | -5 | -4 | -2
Cc1ccc(C)c(Cn2ccnc2CN(C(=O)NC(C)C)C(C)C)c1 | 1 | 9 | 1
CCCCC(=O)OCC1CN=C(c2ncccn2)NO1 (stereo not drawn) | / | -9 | 7
O=C1CN(S(=O)(=O)c2ccccc2)CC(O)CN1Cc1cccc(F)c1 (stereo not drawn) | -4 | -4 | 22
O=C1C=C(Nc2ccccc2Cl)C(=O)N1Cc1ccco1 | / | -5 | 10
COc1ccc(NC(=O)CSc2ncnc3sc(C)cc23)c(OC)c1 | / | -1 | -10
O=C(Cc1ccccc1C(=O)Nc1ccc2c(c1)CCC2)NCC1CCN(Cc2cccnc2)CC1 | / | -4 | 4
CCOC(=O)c1ccc(N2CC(C)Cn3c2nc2c3c(=O)n(C)c(=O)n2C)cc1 (stereo not drawn) | / | -6 | 9
O=C(NCCS(=O)(=O)N1CCSCC1)c1ccc(Cl)o1 | 2 | 4 | -4
CN(C)c1ccc(C=C(C#N)C(=O)C(C)(C)C)cc1 | -5 | -7 | 0
CCCn1c(=O)[nH][nH]c1=S | / | -6 | 21
CC1CC(C)CN(Cc2nc3ccccc3c(=O)n2Cc2ccco2)C1 (stereo not drawn) | / | -8 | -9
O=c1c2ccccc2c(C=Nc2ccc3c(c2)OCCO3)c(O)n1-c1ccc2c(c1)OCO2 | / | -7 | -2
CC(C)CN(CN1C(=O)C(C)N(c2ccc(Cl)cc2)C1=O)C1CC1 (stereo not drawn) | / | -1 | 1
Cn1ccnc1CN1CCN(C(=O)CCN2Cc3ccccc3OC(c3ccccc3F)C2)CC1 (stereo not drawn) | -13 | -8 | 28
Cc1nc(N)nc(C)c1CC(=O)NC(c1nccn1C)C(C)C (stereo not drawn) | / | -6 | -2
O=C(CN(CCCN1CCOCC1)C(=O)Nc1ccccc1C(F)(F)F)N(Cc1ccccc1)Cc1ccco1 | -7 | -17 | -5
O=C(c1cc([N+](=O)[O-])cc([N+](=O)[O-])c1)N1CCN(c2ccccc2F)CC1 | -1 | 0 | -2
O=S(=O)(c1ccc2c(c1)OCCO2)N1CN(C2CCCC2)c2nc3ccccc3nc21 | -5 | -5 | 3
CC(C)c1csc(CN2CCC(CCC(=O)Nc3ccccc3Cl)CC2)n1 | -9 | -3 | 4
Cc1cc(Br)ccc1NC(=O)CN(C)C(C)C(=O)Nc1ccc(Cl)cn1 (stereo not drawn) | / | -6 | -2
Cn1cccc1CNC(=O)N1CCN(c2cc(F)ccc2F)CC1 | / | -6&0 | 7&-24
O=c1c(O)c(-c2ccc(O)cc2O)oc2cc(O)cc(O)c12 | 7&12 | -7&11 | 5
O=C(c1ccc(-c2ccccc2)cc1)N1CCC2(CC1)NC(=O)N(Cc1ccccc1)C2=O | -9 | -4 | 5
Clc1cc(CSc2nnc(-c3c[nH]c4ccccc34)o2)cc2c1OCCO2 | / | -4 | 1
CCCc1nnc(C(=O)N2CCC3(CC2)CNC(=O)O3)o1 | / | -10 | 7
CC(C)n1ccc(CNC(c2cccs2)C(C)(C)C)n1 (stereo not drawn) | / | 2 | -17
COc1cc(CNc2ccc(CNc3ncn[nH]3)cc2)cc(Cl)c1OCc1ccccc1 | / | 1 | -12
C=C(C)Cn1c(SCC(=O)c2ccccc2)nc2c1c(=O)n(C)c(=O)n2C | -2 | -1 | /
Cc1c(CC(=O)NC2CCOC(C)(C)C2)cnn1-c1ccccc1 (stereo not drawn) | / | -5 | 5
Cc1cc(C(=O)N/N=C\c2cccnc2)c2ccccc2n1 | -5 | -2 | 12
O=C(c1cccs1)C1CCCN(Cc2nc(C(c3ccccc3)c3ccccc3)no2)C1 (stereo not drawn) | 0 | 4 | -6
O=C(CNCc1ccco1)N1CC(=O)N(c2cccc(Cl)c2)C1 | / | -1 | 25
COC(=O)C(C)OC(=O)c1ccc(Oc2nc(N(C)C)nc(N(C)C)n2)cc1 (stereo not drawn) | / | 1 | 2
O=C(O)c1ccc(NS(=O)(=O)c2ccc(Cl)c(C(=O)Nc3ccccc3)c2)cc1 | -8 | 0 | 5
Cc1ccc(S(=O)(=O)NCCc2sc(-c3ccc(Cl)cc3)nc2C)s1 | -7 | -4 | 11
COc1ccc2c(c1)CN(C(=O)Nc1ccc3c(c1)CCCN3C)CC2 | / | -12 | -17
COCCOc1nc(-c2cccs2)n(-c2cccc(NC(=O)c3cccc([N+](=O)[O-])c3)c2)n1 | -5 | -5 | /
O=C(Cc1n[nH]c2nc3ccccc3n2c1=O)c1ccc(Cl)cc1 | / | -4 | 0
Cc1ccccc1CSc1nnc2n1CCN2c1ccccc1 | -8 | -5 | -3
CC(C)c1noc(C(C)NC(=O)c2cccc3c2NCCC3)n1 (stereo not drawn) | / | -1 | 6
CC(C)c1nnc2n1CCN(CC(=O)N1CCc3ccccc3C1)C2 | -15 | -8 | -1
COCCCNC(=O)Cn1ncn2cccc2c1=O | / | -2 | 8
O=C(c1cccnc1)N1CCC(n2cnc3cc(C(F)(F)F)ccc32)CC1 | -8 | -6 | -2
CCCCOc1ccc(C(=O)N2CCN(C(=O)CN3CCc4sccc4C3c3cccc(F)c3)CC2)cc1 (stereo not drawn) | -5 | -3 | 13
COc1ccccc1-n1cc(-c2ccccc2)c2c(=S)nc[nH]c21 | -7 | -6 | -11
Nc1nc(SCc2cccc([N+](=O)[O-])c2)[nH]c(=O)c1NC(=O)c1ccc(F)cc1 | -7 | -1 | 22

Later entries.
SMILES | mcGAS lum | hcGAS lum | NPYLR7 agonist
Cc1nccn1CCCCn1nc(Br)nc1Br | / | -6 | 16
CCOCCn1c(=NC(=O)CCS(=O)(=O)c2ccccc2)sc2cc(Br)ccc21 | -5 | -3 | 16
Cc1ccc(N(CC(=O)N2CCN(c3ccccc3)CC2)S(=O)(=O)c2ccc(F)cc2)cc1 | -8 | -4 | 2
O=C(Cc1ccccc1)N1CCCC(OCc2ccc(OC(F)(F)F)cc2)C1 (stereo not drawn) | -5 | -10 | -3
COc1ccc(C(C)NC(=O)C2CCN(Cc3ccc(Oc4ccccc4)cc3)CC2)cc1OC (stereo not drawn) | -3 | -2 | 11
CCOC(=O)C(c1cccc(OC)c1)C1C=CC(NC(=O)c2ccc(OC(F)(F)F)cc2)C1 (stereo not drawn) | -7 | -6 | 2
CCC(=O)N(CCOC)Cc1ccc(OCc2nc(CO)cs2)cc1 | 0 | -4 | 1
COc1cccc(COC(CN2CCN(C(=O)c3cc(F)ccc3F)CC2)c2ccc(Cl)cc2)c1 (stereo not drawn) | -5 | -2 | /
O=C(NCC1CCCO1)c1ccc(-c2ccc(F)cc2)o1 (stereo not drawn) | -7 | -7 | 9
c1ccc(Cc2nnc3sc(-c4cnccn4)nn23)cc1 | / | 0 | 5
O=C(NC(C(=O)N/N=C\c1ccc(Cl)c([N+](=O)[O-])c1)c1n[nH]c(=O)c2ccccc12)c1ccccc1 (stereo not drawn) | -3 | -3 | -14
CCN(CC(=O)Nc1cc(-c2ccccc2)nn1-c1ccc(F)cc1)C(=O)Nc1c(C(C)C)cccc1C(C)C | -3 | -2 | 8
O=C(NCc1cccs1)c1ccc2sc([C@H]3C[C@H](O)[C@@H](CO)O3)nc2c1 | -7 | -10 | 3
CCS(=O)(=O)Oc1cccc(CN(Cc2ccco2)C(=O)Nc2ccc(Br)cc2)c1 | -3 | -1 | 5
CC(C)c1cc(C(=O)Nc2ccccc2OC2CCOC2)n(C)n1 (stereo not drawn) | -7 | -13 | 12
COc1ccc(S(=O)(=O)N(CC(=O)Nc2c(C)n(C)n(-c3ccccc3)c2=O)c2ccc(C)cc2)cc1OC | 2 | 4 | -7
C=CCOCC(O)CN(Cc1c(-c2ccccc2)nn(C)c1Oc1ccc(F)cc1F)CC1CC1 (stereo not drawn) | -4 | -2 | -6
CC(C)=CC(=O)N(Cc1cccnc1)CC1CCN(Cc2ccccc2C)CC1 | -12 | -11 | 1
COCCNC(=O)CC[C@]12CC[C@](C)(O)C[C@H]1C(C)(C)C[C@@H]2NC(=O)Cc1ccccc1 | -8 | -6 | -6
CCOC(=O)C1CCCN(C(=O)c2nn(-c3ccc(C)c(Cl)c3)c(=O)n(CC)c2=O)C1 (stereo not drawn) | -6 | -2 | 1

A draw from above in order of number of heavy atoms, rising.
SMILES | mcGAS lum | hcGAS lum | NPYLR7 agonist
O=C(NCC1CCCO1)c1ccc(-c2ccc(F)cc2)o1 (stereo not drawn) | -7 | -7 | 9
CC(C)c1cc(C(=O)Nc2ccccc2OC2CCOC2)n(C)n1 (stereo not drawn) | -7 | -13 | 12
O=C(NCc1cccs1)c1ccc2sc([C@H]3C[C@H](O)[C@@H](CO)O3)nc2c1 | -7 | -10 | 3
CC(C)=CC(=O)N(Cc1cccnc1)CC1CCN(Cc2ccccc2C)CC1 | -12 | -11 | 1
CCS(=O)(=O)Oc1cccc(CN(Cc2ccco2)C(=O)Nc2ccc(Br)cc2)c1 | -3 | -1 | 5
CCOC(=O)C1CCCN(C(=O)c2nn(-c3ccc(C)c(Cl)c3)c(=O)n(CC)c2=O)C1 (stereo not drawn) | -6 | -2 | 1
COCCNC(=O)CC[C@]12CC[C@](C)(O)C[C@H]1C(C)(C)C[C@@H]2NC(=O)Cc1ccccc1 | -8 | -6 | -6
CCOC(=O)C(c1cccc(OC)c1)C1C=CC(NC(=O)c2ccc(OC(F)(F)F)cc2)C1 (stereo not drawn) | -7 | -6 | 2
C=CCOCC(O)CN(Cc1c(-c2ccccc2)nn(C)c1Oc1ccc(F)cc1F)CC1CC1 (stereo not drawn) | -4 | -2 | -6
O=C(NC(C(=O)N/N=C\c1ccc(Cl)c([N+](=O)[O-])c1)c1n[nH]c(=O)c2ccccc12)c1ccccc1 (stereo not drawn) | -3 | -3 | -14
COc1ccc(S(=O)(=O)N(CC(=O)Nc2c(C)n(C)n(-c3ccccc3)c2=O)c2ccc(C)cc2)cc1OC | 2 | 4 | -7
CCN(CC(=O)Nc1cc(-c2ccccc2)nn1-c1ccc(F)cc1)C(=O)Nc1c(C(C)C)cccc1C(C)C | -3 | -2 | 8

Going on with the list.
SMILES | mcGAS lum | hcGAS lum | NPYLR7 agonist
CC1(C)CNC(=O)c2nc(CCNc3cccnc3)[nH]c2C1 | / | -3 | 3
O=C1OC(c2cc(Cl)ccc2Cl)=N/C1=C\c1ccc2cccc3c2c1CC3 | -5 | -2 | -2
COc1ccc(NC(=O)CSc2nnc(CNC(=O)COc3ccccc3)n2-c2ccc(Br)cc2)cc1 | / | -1 | -3
Cc1noc(C)c1C(=O)N1CCC1(C)C(=O)NS(=O)(=O)c1cccc(Cl)c1 (stereo not drawn) | / | -3 | 2
CCn1cc(Cn2cc(-c3ccc(OC)cc3OC)nn2)cn1 | -19 | -1 | 0
Cn1cc(S(=O)(=O)N2CCC(C(=O)Nc3cc(Cl)cc(Cl)c3)CC2)cc1C(N)=O | / | -3 | 0
O=C(c1ccc(Cl)c(Cl)c1)N1CCCC(OCCOc2ccccc2)C1 (stereo not drawn) | / | -4 | 0
CN(C)CCNC(=O)c1coc(N2CCN(Cc3ccccc3C#N)C2=O)n1 | / | -10 | 0
CC1(C)CN(Cc2ccc3c(c2)OCO3)C(=O)c2cccnc2O1 | -5 | -5 | 6
COCCNC(=O)C1(C)CCCN(Cc2nccs2)C1 (stereo not drawn) | / | -13 | -1
CS(=O)(=O)c1ccc(CCNc2ccc(Cl)c(C#N)n2)cc1 | / | -6 | -5
CCC(C)CN(CC(=O)N1CCc2sccc2C1COc1ccc(Cl)c(C)c1)S(=O)(=O)c1ccc(C)cc1 (stereo not drawn) | -7 | -8 | -3
O=c1c2ccc(Cl)cc2[nH]c(=S)n1C1CCCC1 | / | -3&-6 | 29&2
COc1ccccc1-c1coc2c(CN3CCOCC3)c(O)ccc2c1=O | -7 | -5 | -3
Cc1cc(Br)ccc1NC(=O)CN(C)C(=O)CN1C(=O)C(C)Oc2ccccc21 (stereo not drawn) | / | -2 | -2
Cc1cccc(CO[C@]2(C(=O)NCCN(C)C)CC(OCc3cccc(Cl)c3)[C@@H]3OC(C)(C)O[C@@H]3C2)c1 (stereo partly drawn) | -4 | -9 | 9
O=C(Cn1nc(-c2ccccc2)c2ccccc2c1=O)Nc1cccc(O)c1 | -3 | 2 | 9
C=CCN(CC(=O)Nc1cc(C)no1)Cc1cccc(C#N)c1 | / | -11 | 0
Fc1ccc(-c2noc3nc(NC4CCc5ccccc54)ccc23)cc1 (stereo not drawn) | -5 | -4 | 10
O=C(c1cncc(N2C[C@@H]3[C@H](C2)[C@H]2CC[C@@H]3O2)n1)N1CCOCC1 | -11 | 2 | 5
CC(=O)c1csc(NC(=O)CCCc2ccc(C)cc2)n1 | / | 5 | -4
CCCn1c(N)c(N(C)C)c(=O)[nH]c1=O | / | -7 | 3
CCc1nc(CN(C)C(=O)C2CC(=O)N(c3cccc(O)c3)C2)no1 (stereo not drawn) | -12 | -2 | /
O=C(CSc1nccc(=O)[nH]1)c1ccc(Cl)s1 | / | -9 | 5
c1cncc(-c2nc(NCc3ccccc3CN3CCCC3)c3ccccc3n2)c1 | / | 6 | -3
Cc1ccc(C)c(NC(=O)CC2SC(=NCC3CCCO3)NC2=O)c1 (stereo not drawn) | -16 | -8 | 18
CCCCN1N=C(C)Cn2c1nc1c2c(=O)n(CCCC)c(=O)n1C | / | -10 | -3
CCc1ccc2nc(NC(=O)CC3CCS(=O)(=O)C3)sc2c1 (stereo not drawn) | -6 | -7 | 6
Cc1nn(C(C)C(=O)NC2CCCCCC2)c(=O)c2cc3occc3n12 (stereo not drawn) | -2 | -2 | 3
COCCNC(=O)c1cc(NC(=O)Nc2cc(OC)cc(OC)c2)ccc1N1CCC(C)CC1 | 1 | 2 | -4
